Screening results deposited in PubChem BioAssay by several laboratories.
M5 antag: antagonists of human muscarinic M5 receptor (CHRM5); CHO-hM5 cells, Fluo-8 calcium fluorescence, ACh EC80; P08912; hit rate 0.59% among 360,000; AID 624040; inhibition, % at 3 µM;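 active = inhibition above a per-plate cutoff, the mean of that plate's test compounds plus 3 SD, cut at about 27% in these data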;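 also: 0% = acetylcholine EC80 with DMSO and 100% = DMSO without agonist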
Target sequence (P08912 whole entry, looked up): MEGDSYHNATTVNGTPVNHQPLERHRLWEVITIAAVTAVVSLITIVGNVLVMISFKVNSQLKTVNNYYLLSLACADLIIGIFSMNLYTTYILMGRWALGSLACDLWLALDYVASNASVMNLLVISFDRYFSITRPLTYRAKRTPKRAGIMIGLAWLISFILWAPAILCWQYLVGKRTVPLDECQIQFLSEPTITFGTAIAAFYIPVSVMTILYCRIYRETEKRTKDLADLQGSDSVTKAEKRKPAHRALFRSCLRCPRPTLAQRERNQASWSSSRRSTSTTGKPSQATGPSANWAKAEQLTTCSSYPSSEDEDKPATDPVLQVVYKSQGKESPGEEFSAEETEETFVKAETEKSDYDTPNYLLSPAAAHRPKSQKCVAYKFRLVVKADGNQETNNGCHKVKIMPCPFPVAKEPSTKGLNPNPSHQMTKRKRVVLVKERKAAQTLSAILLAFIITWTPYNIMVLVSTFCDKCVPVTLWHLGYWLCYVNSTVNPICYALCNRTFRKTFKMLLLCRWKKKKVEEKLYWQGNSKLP
CHRM4 antagonist: antagonists of human muscarinic M4 receptor (CHRM4). hit rate 0.73% among 360,000. P08173. inhibition, % at 3 µM. CHO-hM4 cells, ACh EC80, Fluo-8 calcium fluorescence;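 active = inhibition above its plate's cutoff, the mean inhibition of sample wells plus 3 SD, cut at about 27% in these data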;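 also: 0% = acetylcholine EC80 with DMSO and 100% = DMSO without agonist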
Target sequence (P08173 whole entry, looked up): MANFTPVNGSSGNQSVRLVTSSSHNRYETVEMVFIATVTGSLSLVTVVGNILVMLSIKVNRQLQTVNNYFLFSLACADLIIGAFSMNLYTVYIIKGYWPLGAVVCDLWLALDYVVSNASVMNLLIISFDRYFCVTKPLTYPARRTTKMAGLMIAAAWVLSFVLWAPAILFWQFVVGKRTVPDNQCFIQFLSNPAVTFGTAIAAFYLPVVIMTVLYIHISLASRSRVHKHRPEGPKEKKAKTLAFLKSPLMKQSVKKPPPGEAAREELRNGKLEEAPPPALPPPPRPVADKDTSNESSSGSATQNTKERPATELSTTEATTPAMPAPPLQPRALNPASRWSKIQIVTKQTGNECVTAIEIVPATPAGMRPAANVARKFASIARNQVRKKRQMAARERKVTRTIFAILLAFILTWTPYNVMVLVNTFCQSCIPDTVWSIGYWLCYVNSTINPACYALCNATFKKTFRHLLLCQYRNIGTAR
CHRM5 agonist: agonists of human muscarinic M5 receptor (CHRM5); P08912; CHO-K1 hM5 cells, Fluo-8 calcium fluorescence; 0% DMSO wells, 100% maximal acetylcholine response; activation, % at 3 µM; hit rate 0.19% among 360,000;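 active = activation above the run's mean over test compounds plus 3 SD, cut at about 23% in these data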;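 also: signal is peak over basal fluorescence ratio across the kinetic read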
CHRM4 agonist: agonists of human muscarinic M4 receptor (CHRM4). P08173. CHO-K1 hM4/Gqi5, Fluo-8 calcium fluorescence; vehicle 0%, full acetylcholine response 100%. activation, % at 3 µM. hit rate 0.14% among 360,000;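 active = activation above the run mean over all test wells plus 3 SD, cut at about 32% in these data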;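 also: peak over basal fluorescence ratio per well then scaled between controls; 0% = DMSO wells and 100% = acetylcholine at EC100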
CRFR2-BP antag: CRF-BP/CRF-R2 complex antagonism; inhibition, % at 11.8 µM; hit rate 0.59% among 350,000; HEK293 CRF-R2/CRF-BP, CRF-induced calcium fluorescence; AID 588475;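 active = inhibition of the ligand-induced calcium signal above about 50% at the single tested concentration, limit read from the data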
CHRM4 PAM: positive allosteric modulators of human muscarinic M4 receptor; activation, % at 3 µM; hit rate 0.4% among 360,000; CHO-K1 hM4/Gqi5, Fluo-8 calcium fluorescence, ACh EC20; 0% = ACh EC20, 100% = maximal ACh;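 active = activation above its plate's cutoff, the mean activation of sample wells plus 3 SD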; also: some results filed as inactive read as strong as hits
IDE cell inh: cellular human IDE inhibition | P14735 | HEK cells, FAbetaB cleavage, fluorescence polarization | inhibition, % at 5.59 µM | hit rate 0.41% among 320,000 | AID 434962;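 active = percent inhibition above the average of all tested compounds plus 3 SD, set per screening campaign, cut at about 16% in these data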;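 also: IDE supplied by intact live HEK cells; FP after avidin binding of uncleaved biotin substrate so inhibition keeps polarization high; 0% = DMSO wells and 100% = 60 µM reference IDE inhibitor Ii1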
CRFR2-BP ag: CRF-BP/CRF-R2 complex agonism; HEK293 CRF-R2/CRF-BP, calcium dye fluorescence (FLIPR); percent of saturating CRF peptide response; activation, % at 13.2 µM; hit rate 0.46% among 350,000; AID 588473;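 active = activation of at least 50%, plus an integration ratio under a set limit after plate pattern correction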;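 also: plate controls were neutral control wells without compound for no effect and CRF at EC100 for full effect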
CHRM5 PAM: positive allosteric modulators of human muscarinic M5 receptor; CHO-K1 hM5, Fluo-8 calcium, ACh EC20 PAM; 0% = ACh EC20, 100% = ACh EC100; activation, % at 3 µM; hit rate 0.3% among 360,000; AID 624038;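 active = activation above the run cutoff, the mean activation of all test compounds plus 3 SD, cut at about 18% in these data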
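Replicates: One well per compound, no replicates | System: Human M5 receptor in CHO-K1 cells | Benchmarks: Low control EC20 acetylcholine (0%), high control EC100 acetylcholine (100%) | Probe or stimulus: Acetylcholine, EC20 level | Times: Fluo-8 loading 80 min at 37 °C plus 30 min room temperature | Signal: Intracellular calcium via Fluo-8 fluorescence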
Starred values were filed as active, the others as inactive; . = no result given. Rows were taken by chance; 2.9% or so of the library scored in one or more.

SMILES	M5 antag	CHRM4 antagonist	CHRM5 agonist	CHRM4 agonist	CRFR2-BP antag	CHRM4 PAM	IDE cell inh	CRFR2-BP ag	CHRM5 PAM
CC1CCN(C(=O)COC(=O)c2ccccc2C(=O)c2ccccc2)CC1	-6	-11	2	4	17	1	2	-1.8	-2
S=C(NCc1ccccn1)Nc1cccc(Cl)c1	0	-1	-2	1	-5	-4	0	-1.6	-2
OC(COc1ccc2ccccc2c1)Cn1ccnc1 (stereo unspecified)	-5	-1	4	10	9	-3	-7	0.1	3
CCN(C(=O)CSc1nnnn1-c1ccc(OC)cc1)C1CCS(=O)(=O)C1 (stereo unspecified)	13	1	3	1	-9	6	-4	0.1	-1
CC(=O)c1cccc(-c2ccnc3c2CC(C(=O)Nc2cccc(OC(F)(F)F)c2)O3)c1 (stereo unspecified)	7	5	0	4	.	-7	.	.	-7
CCN(C(=O)c1ccc(Cl)c([N+](=O)[O-])c1)c1ccccc1	2	-9	-16	0	9	0	-2	-2.1	4
O=S(=O)(c1ccc(Br)cc1)N1CCN(c2ccc3nnc(-c4ccccc4)n3n2)CC1	-5	-9	0	0	-28	-2	2	-1.0	0
CN(C1CCCC1)C1CCN(C(=O)CNC(=O)/C=C/c2ccccc2)CC1	7	-1	-2	9	1	-7	-9	-1.5	-10
COc1cccc(-c2nn(-c3ccc(C)cc3)cc2C(=O)N2CCN(C3CCS(=O)(=O)C3)CC2)c1 (stereo unspecified)	17	-2	4	17	-7	-4	6	-1.0	-16
Cc1ccc(C#CC[N+]2(CC#Cc3ccc(C)cc3)CCCCC2)cc1	25	24	-11	1	7	-15	-9	-1.9	-19
Cc1cccc(NC(=S)NCc2ccc3c(c2)cc(C)n3C)c1C	14	-6	-2	0	1	-1	9	-4.4	-12
CCn1cc(C(=O)N[C@@H](CCSC)C(=O)NCCN2CCOCC2)c(=O)c2cc3c(cc21)OCO3	-2	0	-4	0	3	6	1	0.3	4
CCn1c(CC(=O)Nc2ccccc2F)nnc1SCC(=O)Nc1nncs1	-1	12	-4	3	-32	-13	-2	-1.9	0
O=C(Nc1ccc2c(c1)Cc1ccccc1-2)c1ccccc1F	-1	1	-1	0	6	3	-3	-0.2	4
O=C(CCC(=O)N1CCOc2ccccc21)N1CCOCC1	-5	-11	2	1	3	12	-1	-5.4	5
COCCNC(=O)C1(C)CCN(C(=O)c2sc(-c3ccccc3)nc2C)C1 (stereo unspecified)	3	-2	-1	1	.	0	.	.	-7
CC(C)n1c(/N=C/c2ccccc2O)nc2ccccc21	-9	-8	0	1	-6	0	-4	0.7	21*
Cc1cc(F)ccc1S(=O)(=O)Nc1c(C)n(C)n(-c2ccccc2)c1=O	-2	-14	2	1	9	4	0	-0.4	2
COc1cc(/C=N/NC(=O)c2cccc(NC(=O)c3ccccc3)c2)ccc1O	12	-9	0	25	8	-7	2	-1.2	-12
COCCCNC(=O)C(=O)NC1CCCCCC1	-12	5	2	2	9	12	-2	8.5	7
CCCSc1nc(=S)n(Cc2ccccc2)c(C)c1C(C)=O	-4	-3	-3	2	5	1	-2	-0.7	-1
Cn1c(CNC(=O)CNC(=O)Cc2ccc(F)cc2)cc(=O)n(C)c1=O	-13	-5	-2	1	-31	7	-1	-0.5	4
Cc1ccc(C)c(N2C(=N)S/C(=C\c3ccc(-c4ccccc4C(=O)O)o3)C2=O)c1	-6	-2	3	0	-28	-3	32*	11	1
Cc1ccc(O)c(-c2cc(C(=O)NCc3ccncc3)[nH]n2)c1	-3	-6	1	5	2	-4	3	0.0	-2
CC(=O)Nc1cc(Cl)c(N=Cc2ccc(O)cc2O)cc1Cl	4	-14	-2	9	-10	-7	9	-2.0	-9
Cc1cc(N2CCN(C(C(=O)NC3CCCC3)C(C)(C)C)CC2)c2ccccc2n1 (stereo unspecified)	-3	-4	-4	2	.	-10	.	.	-1
COc1ccc(NC(=O)N(C)C[C@H]2Oc3c(NC(=O)Nc4ccc(C(F)(F)F)cc4)cccc3C(=O)N([C@H](C)CO)C[C@@H]2C)cc1	16	29*	2	37*	-20	-6	2	5.9	-27
COc1ccc2nc3oc(C(=O)NC4CCN(Cc5ccccc5)CC4)cc3cc2c1	-1	5	-10	1	-1	7	6	0.4	10
CC1CCCC(C)N1C(=O)c1cc(-c2ccco2)on1 (stereo unspecified)	-11	-9	-1	0	7	-4	-7	-0.4	13
Cn1c(=O)c(=O)n(C)c2cc([N+](=O)[O-])c(N3CCOCC3)cc21	16	-5	3	1	-6	2	-1	-0.8	-1
CC(=O)N1CCc2c(sc(NC(=O)CCS(=O)(=O)c3ccc(C)cc3)c2C#N)C1	1	-14	1	0	-5	12	11	1.1	0
CSC(=O)CC(=O)NC(=O)c1ccccc1	6	-4	0	0	-8	7	6	-0.8	3
Cc1cnc(C(=O)OC(C)C(=O)NC2CCCc3ccccc32)cn1 (stereo unspecified)	-5	-8	-2	1	7	17	3	1.1	12
Cc1c(Cl)cccc1Nc1n[nH]c(=S)s1	0	-6	2	4	-19	0	.	-2.4	-8
COc1cccc(CNc2ccc3c(c2)ncn3C(C)C)c1OC	-2	-10	1	2	15	-3	-10	-1.0	-4
NC(=S)N/N=C\c1c2ccccc2cc2ccccc12	0	2	-3	-1	-21	3	4	-1.0	0
COC(=O)c1ccccc1NC(=O)CSc1nc2cccnc2n1C	-9	1	2	4	0	-5	8	-0.9	-2
CCCC(=O)Nc1nc(C)c(-c2csc(Nc3ccccc3C)n2)s1	15	2	3	1	3	1	3	0.6	5
Cc1ccc(Nc2nc(N)nc(CN3CCN(Cc4ccc5c(c4)OCO5)CC3)n2)cc1	-6	-7	-5	4	-3	4	5	1.0	-1
COc1ccc(S(=O)(=O)N(C)C[C@@H]2Oc3ccc(NC(=O)Nc4c(C)noc4C)cc3C(=O)N([C@H](C)CO)C[C@@H]2C)cc1	10	17	-1	-1	1	-8	0	0.6	1

Of the compounds above, 2 have a nitro group on carbon.
SMILES	M5 antag	CHRM4 antagonist	CHRM5 agonist	CHRM4 agonist	CRFR2-BP antag	CHRM4 PAM	IDE cell inh	CRFR2-BP ag	CHRM5 PAM
CCN(C(=O)c1ccc(Cl)c([N+](=O)[O-])c1)c1ccccc1	2	-9	-16	0	9	0	-2	-2.1	4
Cn1c(=O)c(=O)n(C)c2cc([N+](=O)[O-])c(N3CCOCC3)cc21	16	-5	3	1	-6	2	-1	-0.8	-1

Retrieved by structure from above, two records:
SMILES	M5 antag	CHRM4 antagonist	CHRM5 agonist	CHRM4 agonist	CRFR2-BP antag	CHRM4 PAM	IDE cell inh	CRFR2-BP ag	CHRM5 PAM
Cc1cc(N2CCN(C(C(=O)NC3CCCC3)C(C)(C)C)CC2)c2ccccc2n1 (stereo unspecified)	-3	-4	-4	2	.	-10	.	.	-1
CC1CCCC(C)N1C(=O)c1cc(-c2ccco2)on1 (stereo unspecified)	-11	-9	-1	0	7	-4	-7	-0.4	13

Other structures
SMILES	M5 antag	CHRM4 antagonist	CHRM5 agonist	CHRM4 agonist	CRFR2-BP antag	CHRM4 PAM	IDE cell inh	CRFR2-BP ag	CHRM5 PAM
COc1ccc(-c2nn(CCC#N)cc2C(=O)Nc2cccc(C(=O)O)c2)cc1OC	5	-4	2	1	7	2	.	0.4	2
Cc1ccc(C)c(NS(=O)(=O)c2cc3c4c(c2)CC(=O)N4CCC3)c1	-4	7	-3	3	11	-3	4	0.2	0
COc1ccc(/C=N/n2cnc3scc(-c4cccs4)c3c2=O)cc1OC	-1	-12	-1	1	1	20	2	-2.5	-7
CN(C)S(=O)(=O)c1cccc(NC(=S)N2CCCCC2CO)c1 (stereo unspecified)	-15	-20	1	1	45	6	0	3.9	3
Cc1nc2ccccc2c(=O)n1/N=C/c1ccccc1	0	-2	2	1	-3	5	-13	-0.4	-2
COc1cc(NC(=S)Nc2ccccn2)c(OC)cc1Cl	-1	0	-5	-1	-3	-4	5	0.9	2
CC(Sc1nnc(Cc2cccs2)n1C1CCCCC1)C(=O)NCc1ccco1 (stereo unspecified)	4	-2	-5	0	10	3	-2	0.3	-4
CN(C)CCCCOc1ccccc1F	9	-5	-12	-1	4	-4	-6	0.1	2
Nc1ccc(C(=O)N/N=C\C=C\c2ccc([N+](=O)[O-])cc2)cc1	6	-4	10	4	-12	8	3	-2.2	10
CC(NC(=O)C1CCCN(S(=O)(=O)N2CCOCC2)C1)c1ccccc1 (stereo unspecified)	14	-1	-4	1	3	0	2	0.0	-2
COc1ccccc1NS(=O)(=O)c1cc(C(=O)NCCCN2CCCC2=O)ccc1C	3	1	8	1	5	-1	.	-1.1	-3
O=C(NCCCNC(=O)c1cc(Cl)ccc1Cl)c1ccco1	1	-7	0	3	-1	-4	-3	0.0	4
C[C@H]1CN([C@@H](C)CO)C(=O)CCCn2nncc2CO[C@H]1CN(C)S(=O)(=O)c1ccc(Oc2ccccc2)cc1	-5	-9	-1	6	-6	2	.	-0.5	7
Cc1ccc(NC(=O)C2CCCN2C(=O)Oc2ccccc2)c(C)c1 (stereo unspecified)	9	-9	-1	1	3	6	1	1.2	-3
COc1ccc(NC(=O)C2C3CCC(O3)C2C(=O)O)c(C)c1 (stereo unspecified)	7	3	-2	-1	-22	1	0	-0.3	2
COc1ccc2c(Cl)c(C(=O)OCC(=O)c3ccc4c(c3)NC(=O)CO4)sc2c1Cl	-3	-2	3	0	0	3	.	2.8	13
COCCNC(=O)C(OC(=O)c1ccco1)c1ccccc1F (stereo unspecified)	5	-7	2	0	3	5	1	4.8	1
Clc1ccccc1Cc1noc(CN2CCSCC2)n1	3	2	-4	1	-3	1	3	0.5	5
CCCN1C(=O)/C(=C/c2ccccc2OCc2ccc(C(=O)O)cc2)NC1=S	-3	0	1	4	-1	-1	-1	2.4	-7
Cn1cc(C(=O)N2CCN(c3cccc(Cl)c3)CC2)c(=O)c2cc(S(=O)(=O)N3CCOCC3)ccc21	-15	-5	0	1	-5	11	7	0.8	1

Some of these compounds in order of the M5 antag value, falling.
mol | M5 antag
Nc1ccc(C(=O)N/N=C\C=C\c2ccc([N+](=O)[O-])cc2)cc1 | 6
COCCNC(=O)C(OC(=O)c1ccco1)c1ccccc1F (stereo unspecified) | 5
COc1cc(NC(=S)Nc2ccccn2)c(OC)cc1Cl | -1
COc1ccc2c(Cl)c(C(=O)OCC(=O)c3ccc4c(c3)NC(=O)CO4)sc2c1Cl | -3
